# Screening data as filed in PubChem BioAssay.
# OX1R antag: human HCRTR1 antagonism | inhibition, % at 5 µM | O43613 | AID 434989 | CHO/OX1R cells, Fluo-8 calcium fluorescence, orexin A | 0.43% of 330,000 active;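 active = inhibition above its plate's threshold, mean inhibition of all tested compounds on the plate plus 3 SD, cut at about 37% in these data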;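 note: 0% = orexin A challenge wells and 100% = SB-334867-A antagonist wells; not every result past the cut was called active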
# Target sequence (O43613 whole entry, looked up): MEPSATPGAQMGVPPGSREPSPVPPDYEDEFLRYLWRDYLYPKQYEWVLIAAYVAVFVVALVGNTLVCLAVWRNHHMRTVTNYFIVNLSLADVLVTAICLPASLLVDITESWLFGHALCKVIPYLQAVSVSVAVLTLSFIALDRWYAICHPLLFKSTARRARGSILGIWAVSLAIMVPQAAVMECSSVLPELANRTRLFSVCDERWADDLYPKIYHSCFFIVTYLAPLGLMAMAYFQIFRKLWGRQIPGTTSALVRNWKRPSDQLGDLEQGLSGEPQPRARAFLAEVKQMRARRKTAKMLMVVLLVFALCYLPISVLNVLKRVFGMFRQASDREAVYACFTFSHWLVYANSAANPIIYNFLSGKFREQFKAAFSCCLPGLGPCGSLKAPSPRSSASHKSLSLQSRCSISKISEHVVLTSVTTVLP
# CHT allo act: human CHT allosteric activation | Q9GZV3 | CHT-expressing cells, membrane potential dye, choline EC20; active compounds read high; LV-AA mutant CHT in HEK293 cells | B-score at 10 µM | 0.49% of 310,000 active | AID 488977;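 active = initial fluorescence not abnormally high and integrated response B-score, plate-corrected, over 3 SD above library mean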
# Target sequence (Q9GZV3 whole entry, looked up): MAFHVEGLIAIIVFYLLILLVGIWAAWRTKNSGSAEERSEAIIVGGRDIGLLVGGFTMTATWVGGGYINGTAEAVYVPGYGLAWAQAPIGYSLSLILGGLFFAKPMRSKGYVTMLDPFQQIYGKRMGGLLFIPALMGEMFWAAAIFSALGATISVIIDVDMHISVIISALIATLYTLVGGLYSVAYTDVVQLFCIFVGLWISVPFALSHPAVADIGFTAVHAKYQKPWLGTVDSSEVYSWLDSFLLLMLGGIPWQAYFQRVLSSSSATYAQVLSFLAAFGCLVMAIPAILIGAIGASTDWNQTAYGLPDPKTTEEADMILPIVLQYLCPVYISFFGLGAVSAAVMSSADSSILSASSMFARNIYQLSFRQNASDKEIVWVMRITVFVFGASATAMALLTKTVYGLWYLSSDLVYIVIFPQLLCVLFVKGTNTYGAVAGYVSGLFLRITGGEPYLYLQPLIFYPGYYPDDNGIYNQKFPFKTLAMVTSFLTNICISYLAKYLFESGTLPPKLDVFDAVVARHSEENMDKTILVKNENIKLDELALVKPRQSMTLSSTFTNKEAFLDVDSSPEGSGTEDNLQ
# Active calls of the source: *; i = inactive; . = no result given.
No.	Structure	OX1R antag	CHT allo act
1	O=C(Nc1ccc(NC(=O)c2cccs2)cc1)c1cccs1	5	i
2	COc1cc(CN2CCN(C(=O)CC(C)C)CC2)cc(OC)c1OC	-18	i
3	CCCOc1ccc(N2C(=O)CC(N(CCc3ccc(OC)cc3)C(=O)c3cccc(F)c3)C2=O)cc1 (configuration not stated)	-23	i
4	O=C(CCC(=O)OCC(=O)c1ccc(Cl)cc1Cl)Nc1cccc2cccnc12	-4	i
5	O=C(CCN1C(=O)C2C3C=CC(C3)C2C1=O)N1CCN(c2ccc([N+](=O)[O-])cc2)CC1 (configuration not stated)	-16	i
6	CCOc1ccccc1CNCc1ccc(C(=O)O)cc1	-4	i
7	Cc1ccn(S(=O)(=O)c2ccc3oc(=O)ccc3c2)n1	3	i
8	CCCCCCc1cc2cc(-c3nnc(-c4ccccc4)o3)c(=O)oc2cc1O	13	i
9	COc1ccc(NC(=S)NC(=O)c2ccc(Br)o2)cc1	4	i
10	C/C=C/C1=CC(=O)C[C@H](c2ccc(F)cc2)C1	-31	.
11	COc1ccccc1-n1cccc1C=O	10	i
12	COc1ccc(NS(=O)(=O)c2cccc(NC(=O)c3cnccn3)c2)cc1Br	-33	i
13	Cc1ccccc1-c1nnc(SCC(=O)Nc2cccnc2Cl)o1	-29	.
14	O=C(c1cccc(S(=O)(=O)N2CCCC2)c1)c1nnc(-c2ccncc2)o1	-9	i
15	CC1N(C)c2cc(NC(=O)c3ccco3)c(P(=O)(Nc3ccc([N+](=O)[O-])cc3)N3CCOCC3)cc2C1(C)C (configuration not stated)	-12	i
16	CC(=O)Nc1nc(C)c(Oc2ccc(Cl)cc2Cl)c(=O)[nH]1	-12	i
17	CC(O)C(O)C(O)C(O)/C=N/NC(=O)c1ccccc1 (configuration not stated)	-4	i
18	CCOC(=O)CN(C(=O)CSc1nnc(-c2ccncc2)n1CCCN(C)C)c1ccccc1	-12	i
19	COc1ccccc1NC(=O)CN1C(=O)COc2ccc(S(=O)(=O)N3CCC(C)CC3)cc21	-17	i
20	Cc1ccc(NC(=S)NCc2ccc(F)cc2)c(C)c1	-5	i
21	Cc1ccccc1Nc1nc(N)nc(COC(=O)c2ccc(O)cc2)n1	1	i
22	OCCCNc1c2ccccc2nc2ccccc12	-1	i
23	COc1ccc2c(c1)c(C(=O)CN1CCc3ccccc3C1)c(C)n2C	-11	i
24	Cc1noc(C)c1COC(=O)c1cnc(Cl)c(Cl)c1	-24	i
25	O=C(O)c1cccc(S(=O)(=O)N2CCSCC2)c1	-1	i
26	O=C(Nc1c(-c2ccccc2)nc2c(Br)cc(Br)cn12)c1ccco1	-20	i
27	CCC(C)[C@@H](N)C(=O)N/N=C/c1ccc2ncccc2c1 (some centres not stated)	-10	i
28	N#CCSc1ncccc1-c1nc2ccccc2[nH]1	0	i
29	CCCCCCC/C(C)=N/NC(=O)CC(=O)NCCc1ccccc1	-22	i
30	Cc1ccc(-c2nn(CCC(=O)Nc3cccnc3)c(=O)c3ccccc23)cc1	-40	i
31	COCc1ccc(C(=O)Nc2cccc(S(=O)(=O)N(C)c3ccccc3)c2)cc1	-19	.
32	COc1cc(/C=N/NC(=O)CCn2c3ccccc3c3ccccc32)ccc1O	75*	i
33	CN(C)/C=C(\C#N)C(=O)Nc1ccc(O)cc1F	-5	i
34	CCC1COCCS(=O)(=O)N1Cc1ccccc1C (configuration not stated)	-14	i
35	CCOc1c2ccc(C(=O)NCC34CC5CC(CC(C5)C3)C4)cc2nn1CC	-26	i
36	O=C1Cc2ccccc2C(=O)N1CCc1ccccc1	-17	i
37	O=C(O)C1C2C=CC3(CN(Cc4ccco4)C(=O)C13)O2 (configuration not stated)	1	i
38	CCC(C)Cn1c(S(=O)(=O)O)nc2ccccc21 (configuration not stated)	-19	i
39	CC(C)Cn1ccc(=O)n(CC(C)C)c1=O	-21	i
40	COc1ccc2cc3cc(C(=O)Nc4cc(OC)c(OC)c(OC)c4)oc3nc2c1	-29	i
41	COc1cc(C(=O)NCc2ccc(S(N)(=O)=O)cc2)ccc1OCC(=O)N1CCOCC1	-11	.
42	O=C(Nc1nc(-c2ccc3c(c2)OCO3)cs1)C1COc2ccccc2O1 (configuration not stated)	-4	i
43	COc1ccc(S(=O)(=O)N2CC(=O)Nc3ccccc32)cc1F	-7	i
44	C/C(=N/NC(=O)c1cc(C2CC2)[nH]n1)c1cccs1	-6	i
45	CCN1CCN(c2ccc(S(=O)(=O)N3CCCCC3)cc2NC(=O)COc2ccc(F)cc2Cl)CC1	-28	i
46	COc1ccc(-n2ncc3c2CC(C)(C)CC3NC(=O)c2ocnc2C)cc1 (configuration not stated)	-26	i
47	NC(=O)c1cccc(S(=O)(=O)N2CC(c3ccccc3)CC2=O)c1 (configuration not stated)	-9	i
48	O=C(Nc1cc(S(=O)(=O)N2CCOCC2)ccc1OCC(F)(F)F)C1=COCCO1	-14	i
49	O=S(=O)(Nc1ccccn1)c1cccc(S(=O)(=O)c2ccc(Cl)cc2)c1	-6	i
50	Cc1nc(N2CCN(C(=O)CCC(=O)O)CC2)c2c(C)c(C)sc2n1	-4	i
51	CCCCCCn1cnc2c(c1=O)c1nc3ccccc3nc1n2Cc1cccs1	-28	i
52	N/C(=N\OC(=O)c1ccoc1)c1ccc(Br)cc1	-22	i
53	CCOc1cccc(N2C(=O)CC(N3CCC(C(N)=O)(N4CCCCC4)CC3)C2=O)c1 (configuration not stated)	-11	i
54	COc1ccc(CCNC(=O)C(=O)NCC2OCCCN2S(=O)(=O)c2cc(C)ccc2C)cc1 (configuration not stated)	-29	i
55	COc1ccc(OCCOc2ccc(/C=C3\C(=N)N4N=C(C)SC4=NC3=O)cc2)cc1	-2	.
56	O=C1C=C(c2ccc3c(c2)OCCO3)C[C@@H](c2ccc(F)cc2)C1	-8	.
57	COc1ccc(S(=O)(=O)NCc2ccccn2)cc1Cl	-9	i
58	COc1ccc(NS(=O)(=O)c2ccc(S(=O)(=O)N3CCOCC3)cc2)cc1	-11	i
59	COC(=O)c1ccccc1COn1c(=O)c(C)[n+]([O-])c2ccccc21	-7	i
60	CCOc1ccc(OCCN2CCCCC2)cc1	-6	i

# Additional records follow.
No.	Structure	OX1R antag	CHT allo act
61	C=CCNC(=O)c1ccccc1NC(=O)Nc1ccccc1	-13	i
62	CN(Cc1ccon1)Cc1cn(C)nc1-c1ccc2c(c1)OCCO2	-13	i
63	CN1CCC(N(C)S(=O)(=O)c2ccc(NC(=O)COc3ccc(F)cc3Cl)cc2)CC1	-10	i
64	CC(C)(C)OC(=O)NCc1ccc(CNC(=O)c2nc[nH]c2C(=O)N2CCN(C(=O)OC(C)(C)C)CC2)cc1	-23	.
65	O=C(CN1CCN(Cc2ccc(F)cc2)CC1)Nc1ccccc1F	-16	i
66	O=c1[nH][nH]c(-c2ccccc2)c1C=Nc1ccccc1	-9	i
67	CCCCN(C(=O)C1CSC2(C)CCC(=O)N12)c1c(N)n(CC(C)C)c(=O)[nH]c1=O (configuration not stated)	-2	.
68	COc1ccccc1-c1nc2ccccc2nc1-c1ccccc1OC	-17	i
69	CC(=O)c1c(C)[nH]c(C(=O)COC(=O)CN(C)S(=O)(=O)c2ccc(Cl)cc2)c1C	-15	i
70	Cc1cc(NC(=O)Cn2cnc3c(cnn3C(C)(C)C)c2=O)no1	8	i
71	C[n+]1ccc(/C=C/c2c[nH]c3ccc(F)cc23)cc1	.	i
72	Fc1ccccc1/C=N/n1c(C2CCCCC2)n[nH]c1=S	-17	i
73	CC(=O)NC(N1CCCCC1)C(F)(F)C(F)(F)C(F)(F)C(F)F (configuration not stated)	-9	i
74	OC(COc1ccc2ccccc2c1)CN1CCCC1 (configuration not stated)	-24	i
75	CC(C)(C)c1ccc(NC(=O)Nc2ccc3ccccc3n2)cc1	-4	i
76	COc1ccc(C(=O)NCC(=O)OCC(=O)Nc2cc(OC)ccc2OC)cc1	-6	i
77	O=C(Nc1ccncc1)c1cccc(S(=O)(=O)N2CCN(c3ccc(F)cc3)CC2)c1	0	i
78	Cn1c(N)c(C#N)c(C#N)c1-c1ccccc1	-11	i
79	CCOC(=O)C1=C(C)C(c2ccccc2OC)NC(=O)N1 (configuration not stated)	-17	i
80	O=C(/C=C/c1ccco1)NCC1OCCc2ccccc21 (configuration not stated)	0	i
81	[O-]c1c[n+](-c2ccc(-[n+]3cc([O-])on3)cc2)no1	-10	i
82	Cc1ccc(Oc2ncccc2/C=N/O)cc1	-16	i
83	c1ccc(-c2ccc(OCCN3CCOCC3)cc2)cc1	-4	i
84	Cc1ccc(S(=O)(=O)NCCCC(=O)C=[N+]=[N-])cc1	-7	i
85	CC(OC(=O)CCN=C1NS(=O)(=O)c2ccccc21)C(=O)NCc1ccccc1 (configuration not stated)	-9	i
86	CC1CN(C(=O)/C=C/c2ccc(SC(F)F)cc2)CC(C)O1 (configuration not stated)	-19	i
87	CC(C)(C)OC(=O)C1C(=O)CC(C)(O)C(C(=O)OC(C)(C)C)C1c1ccco1 (configuration not stated)	-22	i
88	Cc1ccc(CNC(=O)CCCn2c(=O)c3ccccc3n(CC(=O)NC3CCCC3)c2=O)cc1	-34	i
89	O=S(=O)(c1ccc(-c2csc(-c3cccnc3)n2)cc1)N1CCCC1	-16	i
90	CSc1nnc(-c2cnccn2)n1C	2	i
91	CC(C)c1ccc(C(=O)N2CCCN(C(=O)c3ccc(C(C)C)cc3)CC2)cc1	-29	i
92	CCn1c(SCc2nnc(-c3ccccc3)o2)nnc1-c1ccc(S(=O)(=O)N2CCCC2)cc1	-19	i
93	CCOC(=O)C1=NOC(CN(c2ccccc2)S(=O)(=O)c2ccc(Cl)cc2)C1 (configuration not stated)	-16	i
94	Cc1c(C(=O)N2CCc3ccccc3C2)oc2ccc(S(=O)(=O)N3CCCCCC3)cc12	-42	i
95	Cn1c(=O)c2c(ncn2CC(O)CNc2ccc(Br)cc2)n(C)c1=O (configuration not stated)	-30	i
96	Cc1ccc(S(=O)(=O)N2CCN(C(=O)CCC(=O)NCc3cccc(C(F)(F)F)c3)CC2)cc1	-22	i
97	O=C(CCC1CCCN(c2ncccn2)C1)NCc1ccccc1F (configuration not stated)	-7	i
98	O=C(C1=C(O)C(=O)N(CCN2CCOCC2)C1c1cccs1)c1cc2ccccc2o1 (configuration not stated)	-17	i
99	CCc1nnc(NS(=O)(=O)c2ccc(NC(=S)NC(=O)/C=C/c3ccc([N+](=O)[O-])cc3)cc2)s1	-1	i
100	CCOC(=O)C1C(=O)CC(C)(O)C(C(=O)OCC)C1c1ccco1 (configuration not stated)	0	i
101	CC(C)N1C(=O)CC(Nc2ccc(N3CCOCC3)cc2)C1=O (configuration not stated)	-8	i
102	Cc1cc(C)nc(/N=C(\N)Nc2ccccc2-c2ccccc2)n1	-10	i
103	CNC(=O)CSc1nc2ccccc2c(=O)n1-c1cc(OC)ccc1OC	-26	i
104	O=C(CCCn1c(=S)[nH]c2ccccc2c1=O)N1CCN(c2cccc(Cl)c2)CC1	-20	i
105	COc1ccc(Cl)cc1NC(=O)CCS(=O)(=O)c1ccc(C)cc1	-32	i
106	Cc1ccc(C(=O)N2CCCCCC2)cc1S(=O)(=O)N1CCOCC1	-13	i
107	COc1ccc(-n2c(O)c(/C=N/NS(=O)(=O)c3cc(C)ccc3C)c3ccccc3c2=O)cc1OC	10	i
108	Clc1ccc(/C=N/Nc2nnc(Cl)c3ccccc23)cc1	-22	i
109	O=C(Cn1cnc2c(nnn2Cc2ccccc2)c1=O)NCc1ccco1	-3	i
110	CC1CCc2sc(C(=O)NC3CCN(Cc4ccccc4)CC3)cc2C1 (configuration not stated)	30	.
111	Cc1nnc(SCC(=O)c2ccc(Br)cc2)s1	-29	i
112	N#CC(=C=[N-])c1nc2ccccc2nc1-[n+]1cccc(NC(=O)c2cccs2)c1	-11	i
113	Cc1cccc(-c2oc3ccccc3c2-c2ccc3c(c2)OCO3)c1	-26	i
114	CC(C)Oc1ccc(C(=O)NC2(C(F)(F)F)N=C3SCCN3C2=O)cc1 (configuration not stated)	-8	i
115	Cc1nc(C/C(=N\Nc2ccccc2)c2ccc(O)cc2O)cs1	0	i
116	Cc1ccnc(SCc2cc(=O)c(OC(=O)c3ccccc3)co2)n1	-16	i
117	O=C(Cc1ccc(S(=O)(=O)N2CCCCC2)s1)Nc1cccc2ccccc12	-23	i
118	CSc1cccc(NC(=O)N2CCCC(CNS(=O)(=O)Cc3ccccc3)C2)c1 (configuration not stated)	-10	i
119	O=C(Nc1ccc(Br)cc1)N1CCCCCCC1	-20	i
120	CCN(c1ccc(OC)cc1)S(=O)(=O)c1nnc(NC(=O)C2CCCCC2)s1	-18	i
121	O=C(/C=C/c1ccccc1)N1c2ccccc2Sc2ccc(C(F)(F)F)cc21	-16	i

# 2 entries from above, reformatted.
72) Fc1ccccc1/C=N/n1c(C2CCCCC2)n[nH]c1=S
  OX1R antag = -17
  CHT allo act = i

73) CC(=O)NC(N1CCCCC1)C(F)(F)C(F)(F)C(F)(F)C(F)F (configuration not stated)
  OX1R antag = -9
  CHT allo act = i

# Molecules shown so far with an aryl thioether with sulfur outside any ring:
No.	Structure	OX1R antag	CHT allo act
13	Cc1ccccc1-c1nnc(SCC(=O)Nc2cccnc2Cl)o1	-29	.
18	CCOC(=O)CN(C(=O)CSc1nnc(-c2ccncc2)n1CCCN(C)C)c1ccccc1	-12	i
28	N#CCSc1ncccc1-c1nc2ccccc2[nH]1	0	i
86	CC1CN(C(=O)/C=C/c2ccc(SC(F)F)cc2)CC(C)O1 (configuration not stated)	-19	i
90	CSc1nnc(-c2cnccn2)n1C	2	i
92	CCn1c(SCc2nnc(-c3ccccc3)o2)nnc1-c1ccc(S(=O)(=O)N2CCCC2)cc1	-19	i
103	CNC(=O)CSc1nc2ccccc2c(=O)n1-c1cc(OC)ccc1OC	-26	i
111	Cc1nnc(SCC(=O)c2ccc(Br)cc2)s1	-29	i
116	Cc1ccnc(SCc2cc(=O)c(OC(=O)c3ccccc3)co2)n1	-16	i
118	CSc1cccc(NC(=O)N2CCCC(CNS(=O)(=O)Cc3ccccc3)C2)c1 (configuration not stated)	-10	i
